M4 PAM: human M4 muscarinic receptor positive allosteric modulators, primary screen, CHO-K1 cells, Fluo-8 calcium fluorescence | Muscarinic acetylcholine receptor M4 (Homo sapiens), P08173 | CHO-K1 hM4/Gqi5, ACh EC20; 0% = ACh EC20, 100% = maximal ACh | activation, % at 3 µM | hit rate 0.4% among 360,000;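 active = activation above its plate's cutoff, the mean activation of sample wells plus 3 SD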; note: some results filed as inactive read as strong as hits
Target sequence (P08173 whole entry, looked up): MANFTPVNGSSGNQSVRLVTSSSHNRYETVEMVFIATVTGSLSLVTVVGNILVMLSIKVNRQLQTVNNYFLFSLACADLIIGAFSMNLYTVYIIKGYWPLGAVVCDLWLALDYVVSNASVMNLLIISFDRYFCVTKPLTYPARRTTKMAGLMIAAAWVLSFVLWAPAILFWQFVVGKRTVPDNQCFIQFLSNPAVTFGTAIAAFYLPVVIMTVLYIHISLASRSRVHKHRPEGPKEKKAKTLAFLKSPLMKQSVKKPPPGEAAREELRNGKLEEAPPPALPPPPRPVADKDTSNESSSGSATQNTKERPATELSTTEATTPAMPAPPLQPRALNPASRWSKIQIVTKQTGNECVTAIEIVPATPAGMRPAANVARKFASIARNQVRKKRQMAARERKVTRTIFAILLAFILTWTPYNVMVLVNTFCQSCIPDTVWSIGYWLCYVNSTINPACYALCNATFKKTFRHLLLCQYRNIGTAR
CRFBP-R2 block: antagonists of CRF-BP/CRF-R2 complex, primary screen, cell-based, HEK293, calcium dye fluorescence, uHTS. inhibition, % at 11.8 µM. CRF-induced calcium fluorescence. hit rate 0.59% among 350,000;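 active = inhibition of the ligand-induced calcium signal above about 50% at the single tested concentration, limit read from the data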
GalR3 antag: GalR3 antagonists in HEK293 cells, primary screen, cell-based, fluorescence readout; Galanin receptor type 3 (Homo sapiens), O60755; HEK293 GalR3-CNG cAMP membrane potential fluorescence; galR3 body fused to GalR1 C-terminus; inhibition, % at 3 µM; hit rate 0.44% among 360,000;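 active = inhibition above the screen-wide average plus 3 SD, cut at about 13% in these data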;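 note: forskolin and galanin both at EC90 stimulate the cells; cAMP rise reported by CNG channel membrane potential dye signal; 0% = forskolin plus galanin with DMSO and 100% = forskolin alone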
MEKK3 PB1 HTS: modulators of MEKK3-MEK5 PB1 binding, primary screen, biochemical, wildtype MEKK3, multiplex bead flow cytometry, Alexa488-MEK5 | binding response (% of control), % at 10 µM | bead-based flow cytometry, Alexa488-MEK5 binding to MEKK3; actives lie on both sides; 0 = blocked by unlabeled MEK5, 100 = vehicle | AID 1529, 2009 | hit rate 1.4% among 290,000 | Mitogen-activated protein kinase kinase kinase 3 (Homo sapiens), Q99759;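 active = binding response more than 3 SD above or below the average of its plate-row segment, actives on both sides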;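 note: Alexa488 bead fluorescence after subtracting the streptavidin-only scavenger bead signal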
CRFR2-BP ag: agonists of CRF-BP/CRF-R2 complex, primary screen, cell-based, HEK293, calcium dye fluorescence, uHTS; hit rate 0.46% among 350,000; activation, % at 13.2 µM; calcium dye fluorescence (FLIPR); percent of saturating CRF peptide response; AID 588473, 2011; CRF-binding protein / CRF receptor 2 complex (human);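 active = activation of at least 50%, plus an integration ratio under a set limit after plate pattern correction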;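 note: plate controls were neutral control wells without compound for no effect and CRF at EC100 for full effect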
PHOSPHO1 inh: PubChem AID 1565. hit rate 1.1% among 290,000. recombinant PHOSPHO1, absorbance phosphatase assay. inhibition, % at 13.3 µM. Phosphoethanolamine/phosphocholine phosphatase (Homo sapiens), Q8TCT1; in the data active = inhibition above about 60%
Target sequence (Q8TCT1 whole entry, looked up): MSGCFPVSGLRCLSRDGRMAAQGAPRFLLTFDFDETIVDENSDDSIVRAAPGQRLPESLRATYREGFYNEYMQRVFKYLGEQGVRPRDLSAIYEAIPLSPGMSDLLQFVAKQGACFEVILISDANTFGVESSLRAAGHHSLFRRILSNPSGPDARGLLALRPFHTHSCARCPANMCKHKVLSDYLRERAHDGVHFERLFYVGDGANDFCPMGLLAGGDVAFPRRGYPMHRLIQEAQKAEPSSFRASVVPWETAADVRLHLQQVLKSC
pCIP destab: p/CIP-EGFP fusion destabilizers, primary screen, fluorescence, F442A cells; hit rate 0.01% among 290,000; decrease of EGFP signal, % at 10 µM; 16 h; AID 1984, 2009; Q05BA5;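 active = EGFP signal decrease of at least 30% at 10 µM or well 3 SD below plate mean, unless failing retest; inactive = the rest, including hits failing retest or dose response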; note: some compounds called inactive have numbers as strong as hits; many of its hits are not listed in these tables
IDE cell inh: human IDE inhibitors in live cells, primary screen, fluorescence polarization, HEK cells, FAbetaB substrate; AID 434962, 2010; inhibition, % at 5.59 µM; FAbetaB cleavage; hit rate 0.41% among 320,000;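 active = percent inhibition above the average of all tested compounds plus 3 SD, set per screening campaign, cut at about 16% in these data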;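 note: IDE supplied by intact live HEK cells; FP after avidin binding of uncleaved biotin substrate so inhibition keeps polarization high; 0% = DMSO wells and 100% = 60 µM reference IDE inhibitor Ii1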
IDE act: human IDE activators in live cells, primary screen, fluorescence polarization, HEK cells, FAbeta-B substrate; activation, % at 5.96 µM; AID 493087, 2011; Insulin-degrading enzyme (Homo sapiens), P14735; FAbeta-B cleavage; 0% vehicle, 100% cell-free pure enzyme wells; hit rate 0.073% among 340,000;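 active = activation above the mean of all tested compounds plus 3 SD, set per screening campaign, cut at about 17% in these data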
Starred values were filed as active, the others as inactive; x = not tested or not shown.

SMILES	M4 PAM	CRFBP-R2 block	GalR3 antag	MEKK3 PB1 HTS	CRFR2-BP ag	PHOSPHO1 inh	pCIP destab	IDE cell inh	IDE act
CCCCC(=O)Nc1ccc(NCc2ccc(C)s2)cc1	5	-2	-10	103	0.4	11	7	7	3
COc1ccccc1/C=N/NC(=O)c1ccc(Cn2nc([N+](=O)[O-])cc2C)cc1	-17	15	8	103	-0.3	-37	-4	-6	-1
CC1CCc2[nH]c3ccc(C(=O)NCCCOC(C)C)cc3c2C1 (centres undefined)	1	-5	-1	101	1.0	-5	-11	0	2
CCN(CC)C(=O)CSc1nc2[nH]ncc2c(=O)[nH]1	12	7	-2	99	-1.0	46	-6	4	0
CN1CCc2cccc3c2[C@@H]1Cc1ccc(O)c(O)c1-3	6	-36	x	91	4.2	4	-4	4	-13
CN(C)CCNC(=O)/C(=C/c1ccc(-c2ccc(Cl)cc2Cl)o1)NC(=O)c1ccccc1	0	-2	-4	100	5.1	-13	5	-4	4
COC(=O)c1ccc(C(=O)OC)c(NC(=O)Cc2cccs2)c1	0	-42	-5	x	3.8	x	x	x	x
CCC(C)(C)n1nnnc1CN1CCC(c2nc3ccc(C)cc3[nH]2)CC1	6	7	-6	102	-1.6	11	-15	0	1
O=C(NC1CCCCCC1)C1CCN(S(=O)(=O)c2c(Cl)cccc2Cl)CC1	-6	-24	0	x	-2.2	x	x	8	2
COc1cc(/C=C/C(=O)OCC(=O)c2ccc(OC(F)F)cc2)ccc1O	-3	-16	0	x	13	x	x	4	3
CN(CC(=O)NCCCc1ccccc1)S(=O)(=O)c1ccc(Br)cc1	-5	5	-7	106	-0.7	24	-9	1	5
CSc1cccc(NC(N)=O)c1	0	-3	-5	101	-1.4	-4	2	1	x
OCc1ccccc1Cn1ccnc1	1	-13	0	x	-1.3	x	x	x	x
O=C(CNC(=O)c1ccc(Cl)cc1)N/N=C/c1cccnc1	-2	-2	-5	93	-0.7	8	-1	1	-1
C[C@@H](NC(=O)[C@@H]1Cc2ccccc2CN1)C(=O)NC1CCCCC1	-1	-5	2	97	0.2	38	-4	-1	5
COc1ccc(C2CC(c3cccs3)=NN2S(=O)(=O)c2ccc(C)cc2)cc1 (centres undefined)	-1	-23	-5	118	13	x	x	-1	3
CC(C)N(C(=O)CSc1nnnn1-c1ccc2c(c1)OCO2)C(C)C	7	5	-5	98	-1.4	20	-24	4	x
O=C(CSc1ccccc1C(=O)O)NC12CC3CC(CC(C3)C1)C2	1	6	4	105	0.1	24	-2	3	0
Cc1nc2ccccc2nc1OCC(=O)Nc1ccccc1	11	0	-1	115	1.5	-23	16	5	2
CC(C)COc1ccc(C(=O)Nc2scc(-c3ccc(Cl)cc3Cl)c2C(N)=O)cc1	0	7	-2	x	4.5	-21	-4	0	3
CC(=O)NC1(NC(C)=O)CCN(C)CC1	12	8	-6	99	0.0	31	-7	0	4
O=C1NC(=O)/C(=C/c2ccccc2Oc2ccc(Cl)cc2)S1	0	45	-1	107	0.8	4	-18	4	-2
Nc1c(C(=O)O)cnc2nc(N3CCOCC3)nn12	8	6	-1	110	2.0	28	-2	3	-4
O=C(CCS(=O)(=O)c1cc(Br)cc2c1N(C(=O)C1CC1)CC2)NCC1CCCO1 (centres undefined)	6	-12	-2	107	2.0	4	-8	1	2
Cc1cc(NC(=O)CSC2=NS(=O)(=O)c3ccccc3N2)no1	1	-3	4	x	-0.9	x	x	0	6
COc1cc(/C=C/C(=O)c2c(O)cc(C)oc2=O)cc(OC)c1O	-6	13	4	101	3.8	80*	-20	13	-13
N#CC(=C1CCCC1)c1nc(-c2ccc(Cl)cc2)cs1	3	1	-2	104	3.2	37	-1	0	11
CCOc1ccc(CNC(=O)CCCc2cn(C)c3ccccc23)cc1OC	-4	-5	-3	113	-1.9	-1	2	-2	-2
O=C(Cc1c2ccccc2nc2ccccc12)c1ccccc1	-2	18	-5	87	-1.4	-7	4	-2	7
Cc1onc(-c2ccccc2)c1C(=O)NCC(O)c1ccccc1 (centres undefined)	0	-2	-2	94	-1.9	-1	2	6	5
C=CCn1c(C)cc(C(=O)CN2C(=O)c3ccccc3S2(=O)=O)c1C	9	-4	x	x	-2.4	x	x	-3	5
CN(c1ccccc1)S(=O)(=O)c1ccc(Cl)c(C(=O)Nc2ccc(-c3nc4ccccc4[nH]3)cc2)c1	-10	10	0	99	-0.1	-7	-12	15	-8
O=C(O)c1ccccc1-c1ccccc1C(=O)Nc1ccc2c(c1)[nH]c(=O)c1ccccc12	3	7	-9	93	-1.1	-19	-8	3	0
CC(CCc1ccccn1)C(=O)c1ccccc1 (centres undefined)	3	3	-6	x	-0.2	x	x	x	2
CCC1C(=O)C(CC)C(c2ccccc2)NC1c1ccccc1 (centres undefined)	-3	-8	-11	100	-0.1	x	-7	0	3
Nc1ccc(Cc2nc3c(ccc4ccccc43)[nH]2)cc1	0	-9	-3	105	0.0	48	8	-3	2
CCOC(=O)c1sc(NC(=O)CSc2nc3c(cc2C#N)CCCCCC3)c(C#N)c1C	-2	0	-4	83	7.6	1	-70	6	6
COCOCCn1cc(CN2CCS(=O)(=O)N(Cc3ccc(-c4ccc(OC)cc4)cc3)C(C)C2=O)nn1 (centres undefined)	0	-3	-6	x	2.2	x	x	x	x
CCc1ccc(N(C(=O)Cn2nnc(-c3ccccc3)n2)C(C(=O)NC2CCCCC2)c2ccccn2)cc1 (centres undefined)	3	35	-2	106	-1.4	-7	-23	1	3
COc1ccc(C2=NOC3(CC(=O)N(c4ccc(F)cc4)C3=O)C2)c(OC)c1 (centres undefined)	1	6	-6	77	-1.6	-19	-13	5	7
COc1ccc(S(=O)(=O)N2CCC(C(=O)N[C@@H](C)C(=O)NCc3cccc(OC)c3)CC2)cc1	-3	2	0	98	-0.5	26	-8	-9	7
CC(=O)OCP(C)(=O)COC(C)=O	4	12	0	117	2.1	-32	-8	5	8
COC(=O)c1cc(C#N)c(Oc2cccc(C)c2C)nc1C	-4	35	-2	103	-1.5	22	2	4	5
CCS(=O)(=O)Nc1cccc(C2=NN(C(=O)c3ccco3)C(c3ccco3)C2)c1 (centres undefined)	0	12	-10	100	0.2	18	3	2	-1
Cn1c(CC(=O)Nc2ccccc2F)nnc1SCC(=O)NC1CCCC1	5	-6	-6	106	0.1	36	2	-1	-1
O=C(O)CSCC(=O)N1CCCN(c2ccc(C(F)(F)F)cn2)CC1	7	-6	-7	101	-2.1	25	-5	x	2

13 entries out of the list, arranged by molecular weight, falling:
SMILES	M4 PAM	CRFBP-R2 block	GalR3 antag	MEKK3 PB1 HTS	CRFR2-BP ag	PHOSPHO1 inh	pCIP destab	IDE cell inh	IDE act
COCOCCn1cc(CN2CCS(=O)(=O)N(Cc3ccc(-c4ccc(OC)cc4)cc3)C(C)C2=O)nn1 (centres undefined)	0	-3	-6	x	2.2	x	x	x	x
CCc1ccc(N(C(=O)Cn2nnc(-c3ccccc3)n2)C(C(=O)NC2CCCCC2)c2ccccn2)cc1 (centres undefined)	3	35	-2	106	-1.4	-7	-23	1	3
CN(c1ccccc1)S(=O)(=O)c1ccc(Cl)c(C(=O)Nc2ccc(-c3nc4ccccc4[nH]3)cc2)c1	-10	10	0	99	-0.1	-7	-12	15	-8
CCOC(=O)c1sc(NC(=O)CSc2nc3c(cc2C#N)CCCCCC3)c(C#N)c1C	-2	0	-4	83	7.6	1	-70	6	6
O=C(O)c1ccccc1-c1ccccc1C(=O)Nc1ccc2c(c1)[nH]c(=O)c1ccccc12	3	7	-9	93	-1.1	-19	-8	3	0
CCS(=O)(=O)Nc1cccc(C2=NN(C(=O)c3ccco3)C(c3ccco3)C2)c1 (centres undefined)	0	12	-10	100	0.2	18	3	2	-1
Cn1c(CC(=O)Nc2ccccc2F)nnc1SCC(=O)NC1CCCC1	5	-6	-6	106	0.1	36	2	-1	-1
COc1ccc(C2=NOC3(CC(=O)N(c4ccc(F)cc4)C3=O)C2)c(OC)c1 (centres undefined)	1	6	-6	77	-1.6	-19	-13	5	7
O=C(O)CSCC(=O)N1CCCN(c2ccc(C(F)(F)F)cn2)CC1	7	-6	-7	101	-2.1	25	-5	x	2
C=CCn1c(C)cc(C(=O)CN2C(=O)c3ccccc3S2(=O)=O)c1C	9	-4	x	x	-2.4	x	x	-3	5
COC(=O)c1cc(C#N)c(Oc2cccc(C)c2C)nc1C	-4	35	-2	103	-1.5	22	2	4	5
Nc1ccc(Cc2nc3c(ccc4ccccc43)[nH]2)cc1	0	-9	-3	105	0.0	48	8	-3	2
CC(CCc1ccccn1)C(=O)c1ccccc1 (centres undefined)	3	3	-6	x	-0.2	x	x	x	2
